mIDH1 inhibitor: blocks human mutant IDH1 R132H enzyme; IDH1-R132H enzyme, NADPH consumption, diaphorase/resazurin fluorescence; 390,000 compounds, 0.093% hits; AID 602179; O75874; Potency, µM (top dose mostly 76.6 µM), inactives show at the top dose activity change, negative = inhibition, hits mostly inhibitors; also: potency is read from the fitted curve at half-maximal effect; % is scaled to controls: 0 for no effect and ±100 for the full control effect; nearly all actives have a fitted effect of over 65% in size
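IDH1-R132H (0.5 ug/mL) preincubated 30 min with compound, then NADPH (0.016 mM) and alpha-KG (2 mM) added; 80 min at RT, pH 7.5. Remaining NADPH coupled via diaphorase/resazurin to fluorescence (540/590 nm); concentration-response curves normalized to no-enzyme control.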
rTrxR1 inhibitor: rat TrxR1 inhibition; O89049; recombinant rTrxR1, NADPH fluorescence consumption, selenite substrate; Potency, µM (highest dose often 114 µM), inactives show at the top dose activity change, negative = inhibition, usual class: inhibitors; 390,000 compounds, 1% hits; also: potency is read from the fitted curve at half-maximal effect; % is scaled to controls: 0 for no effect and ±100 for the full control effect; nearly all actives have a fitted effect of over 65% in size
Target sequence (O89049 whole entry, looked up): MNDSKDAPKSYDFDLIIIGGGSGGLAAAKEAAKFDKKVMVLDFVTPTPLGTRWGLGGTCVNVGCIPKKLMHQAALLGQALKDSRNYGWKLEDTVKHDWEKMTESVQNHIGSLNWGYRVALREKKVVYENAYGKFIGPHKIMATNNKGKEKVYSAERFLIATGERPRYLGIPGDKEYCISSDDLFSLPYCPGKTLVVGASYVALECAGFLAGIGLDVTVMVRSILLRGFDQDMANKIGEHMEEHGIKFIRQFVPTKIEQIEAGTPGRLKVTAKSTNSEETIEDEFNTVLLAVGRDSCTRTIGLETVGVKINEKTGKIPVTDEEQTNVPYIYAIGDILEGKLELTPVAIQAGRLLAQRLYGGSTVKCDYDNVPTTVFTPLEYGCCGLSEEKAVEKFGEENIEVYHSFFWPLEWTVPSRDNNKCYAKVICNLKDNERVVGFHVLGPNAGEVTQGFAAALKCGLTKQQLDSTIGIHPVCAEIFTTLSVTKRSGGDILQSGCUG
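Rat TrxR1 (90 nM in the dispensed reagent) was pre-reduced with 400 uM NADPH for 5 min at room temperature, then incubated with compound for 15 min. After 400 uM selenite was added, NADPH fluorescence (Ex 340/Em 450 nm) was followed for 8 min.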
Pin1 inh: human Pin1 inhibition | Q13526 | Pin1 FP peptide displacement, HiFluor488, 10 min | Potency, µM (series often up to 115 µM), inactives show at the top dose activity, negative = inhibition, actives largely listed as inhibitors | 390,000 compounds, 0.009% hits; active = well fitted inhibition curve with a large enough effect in the polarisation, with a control signal flat, not every such curve was filed as active; inconclusive = small, poorly fitted or top-dose-only effect, or effect the other way, or a change in a side signal; inactive = no such curve, though single readings can be large or run the other way; the % refers to the polarisation; also: potency is read from the fitted curve at half-maximal effect; % is scaled to controls: 0 for no effect and ±100 for the full control effect
USP1-UAF1 inh: USP1/UAF1 (human) deubiquitinase inhibition. O94782. recombinant USP1/UAF1, Ub-Rhodamine cleavage fluorescence. Potency, µM (doses to about 57.1 µM), inactives show at the top dose activity change, negative = inhibition, most hits filed as inhibitors. 390,000 compounds, 0.23% hits. AID 743255; also: potency is read from the fitted curve at half-maximal effect; % is scaled to controls: 0 for no effect and ±100 for the full control effect; nearly all actives have a fitted effect of over 60% in size; inactives centre near -12
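In this screen, compounds sit with the deubiquitinase complex (1nM) for 15 min at room temperature before Ub-Rho is added at 150nM final. Fluorescence rise is then followed for 6 reads every 60 seconds.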
PI4K2A block: PI4K2A (human) kinase inhibition; 420,000 compounds, 0.13% hits; Q9BTU6; purified PI4K2A, ADP-Glo luminescence, 1 h; stronger effect = lower value; AID 1346378; activity change, negative = inhibition, % at 76.9 µM; in the data active = activity change below about -50%; inconclusive = mostly about -30% to -49%;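 also: -100% = wells without enzyme as full effect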
Target sequence (Q9BTU6 whole entry, looked up): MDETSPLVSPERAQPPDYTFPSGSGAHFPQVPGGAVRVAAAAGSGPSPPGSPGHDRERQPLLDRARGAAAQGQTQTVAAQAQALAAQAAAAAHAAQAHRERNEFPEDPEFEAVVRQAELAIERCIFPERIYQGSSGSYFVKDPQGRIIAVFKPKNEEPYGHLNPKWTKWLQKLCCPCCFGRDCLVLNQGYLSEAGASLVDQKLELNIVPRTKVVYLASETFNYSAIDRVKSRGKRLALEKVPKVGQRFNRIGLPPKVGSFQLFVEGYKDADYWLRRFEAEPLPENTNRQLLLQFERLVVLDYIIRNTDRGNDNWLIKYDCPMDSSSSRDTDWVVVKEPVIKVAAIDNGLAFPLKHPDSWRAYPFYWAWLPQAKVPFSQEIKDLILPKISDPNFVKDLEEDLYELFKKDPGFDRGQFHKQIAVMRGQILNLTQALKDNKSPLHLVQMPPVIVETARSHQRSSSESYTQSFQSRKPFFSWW
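ADP-Glo luminescence measured ADP generated by PI4K2A enzyme (4 ug/mL before mixing) with 1.2 mM PI substrate (pre-mix) and 300 microM ATP (pre-mix). Tris pH7.5 buffer with MgCl2, Triton X-100; 1 h reaction at ambient temperature.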
PGK inhibitor: T. brucei PGK inhibition. P07378. PGK/GAPDH coupled, Kinase-Glo luminescence, 60 min. Potency, µM (doses to about 57.5 µM), for inactives: top-dose activity change, negative = inhibition, usual class: inhibitors. 380,000 compounds, 0.043% hits; also: potency is read from the fitted curve at half-maximal effect; % is scaled to controls: 0 for no effect and ±100 for the full control effect; nearly all actives have a fitted effect of over 60% in size
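Recombinant glycosomal PGK reaction used 1,3-bisphosphoglycerate generated in-well by GAPDH (100nM final) in 100mM TEA pH 7.6, 5mM MgCl2, 0.01% Tween-20. After 60 minutes at room temperature, ATP was read by Kinase-Glo Plus luminescence end-point.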
GLS inh: blocks human kidney-isoform glutaminase activity; GLS enzymatic activity, qHTS titration; Potency, µM (doses to about 45.5 µM), for inactives: at the top dose activity change, negative = inhibition, most hits filed as inhibitors; 410,000 compounds, 0.21% hits; AID 624170; also: potency is read from the fitted curve at half-maximal effect; % is scaled to controls: 0 for no effect and ±100 for the full control effect
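Two-point fluorescence kinetic (t0, 30 min RT) for hKGA; glutamate detected via glutamate oxidase–HRP–Amplex Red. Substrate: 1 mM L-glutamine solution; buffer 45 mM KH2PO4, pH 8.2.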
TrxR1 substrate: substrates of rat thioredoxin reductase 1. AID 588456. 390,000 compounds, 0.01% hits. O89049. purified TrxR1 substrate turnover, NADPH consumption readout. Potency, µM (series often up to 114 µM), for inactives: at the top dose activity change, negative = substrate turnover; also: potency is read from the fitted curve at half-maximal effect; % is scaled to controls: 0 for no effect and ±100 for the full control effect; nearly all actives have a fitted effect of over 50% in size
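Rat TrxR1, dispensed at 90 nM, was prereduced with 400 uM NADPH (final) for 5 min at ~22 deg C, then incubated with compound 15 min before 400 uM selenite. A first-read NADPH fluorescence drop versus no-compound background flagged substrates.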
HP1b binding inh: HP1-beta chromodomain-methylated histone interaction inhibition; 390,000 compounds, 0.56% hits; Potency, µM (series often up to 114 µM), inactives show at the top dose activity change, negative = inhibition, actives largely listed as inhibitors; AlphaScreen HP1-beta / biotin-H3K9me3 peptide binding; P83916; also: potency is read from the fitted curve at half-maximal effect; nearly all actives have a fitted effect of over 70% in size; inactives centre near 23
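HP1-beta protein (50 nM final) preincubated 30 min at room temperature with biotinylated H3(1-18)K9me3 peptide (50 nM) in PBS pH 7.4, 0.01% Tween-20, then compound added for 30 min. AlphaScreen streptavidin donor/nickel chelate acceptor beads (10 ug/mL final), 30 min dark, luminescence read.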
An asterisk follows results filed as active; i = inactive; ? = inconclusive; & = joins results of further samples; [ ] = another dose, or the depositor's remark. Unless noted, calls follow the shape of the dose curve; as a rule, active = well fitted curve in the direction sought with a large enough effect; inconclusive = small, poorly fitted or top-dose-only effect, or another doubt; inactive = no such curve, though single readings can be large; an effect the other way counts as inactive or inconclusive. Not all compounds are listed (hit frequency here may not be typical).

SMILES	mIDH1 inhibitor	rTrxR1 inhibitor	Pin1 inh	USP1-UAF1 inh	PI4K2A block	PGK inhibitor	GLS inh	TrxR1 substrate	HP1b binding inh
O=S(=O)(c1ccc(F)cc1)N1CCC(Oc2cccc(C(F)(F)F)c2)CC1	-7.4%	11.3%	?	9.9%	-4.3	7.9%	8.3%	-0.5%	67.2%[activator]
Cc1[nH]c2ccccc2c1CCN(Cc1cccs1)C(=S)NC(C)(C)C	-9.3%	2.2%	0.6%	7.7%	-3.8	-0.4%	10.9%	-1.0%	1.9%
Cc1cc(C)c(C)c(S(=O)(=O)NCCN2CCOCC2)c1C	-15.3%	17.9%	-7.1%	-9.4%	0.3	-7.8%	6.5%	0.7%	18.1%
CC(=O)NS(=O)(=O)c1ccc(NC(=O)CSc2ccc(C)cc2)cc1	0.4%	20.3%	-4.5%	-19.2%	-9.7	-0.2%	0.0%	4.4%	45.6%[activator]
Cc1ccc(OCC(=O)N2N=C(C(F)(F)F)CC2(O)C(C)(C)C)cc1C (configuration not stated)	0.0%	5.0%	-7.4%	?	-0.9	1.9%	-1.4%	-5.7%	40.4%
COc1ccccc1CN1C(=O)CN(C2CCCC2)C(=O)C1c1ccc(F)cc1 (configuration not stated)	2.9%	13.0%	-0.5%	-9.6%	3.5	-8.3%	2.3%	4.8%	7.7%
O=C(Nc1nnc(S(=O)(=O)N2CCN(c3ccc(F)cc3)CC2)s1)c1ccccc1	-1.2%	12.1%	5.7%	-18.7%	-1.5	11.4%	1.6%	4.2%	33.8%
CCN(CCCNC(=O)C1CCN(S(=O)(=O)CC)CC1)c1cccc(C)c1	9.9%	7.8%[57.1 µM]	19.1%	-16.6%	1.3	-0.4%	28.3%	6.1%[57.1 µM]	6.7%
CCn1nnc(NC(=O)C(C)(c2ccccc2)c2ccccc2)n1	6.4%	11.3%[57.1 µM]	42.3%[activator]	-17.3%	-4.2	2.0%	3.6%	10.7%[57.1 µM]	49.0%[activator]
Cc1c2cnn(CC(=O)N3CCOCC3)c(=O)c2c(C)n1Cc1ccccc1F	-5.2%	18.4%[57.1 µM]	?	-8.8%	-3.2	-8.7%	-5.0%	9.3%[57.1 µM]	14.3%
CCCC(=O)c1cc(-c2nc3ccccc3n2C)n(C)c1	3.0%	2.3%	-0.4%	-15.8%	-2.1	-6.4%	5.0%	-0.4%	39.2%[activator]
COc1cc(OC)cc(C(=O)NC(=S)Nc2nnn(C)n2)c1	21.4%	?	4.9%	-11.2%	0.5	-2.3%	1.2%	8.2%	?
O=C(CCCC(=O)OCC(Cl)=C(Cl)Cl)Nc1ccccc1	14.2%	9.3%[57.1 µM]	4.1%	-7.3%	-1.6	i	-2.1%	17.6%[57.1 µM]	12.0%
CC(=O)N(CCC(c1ccco1)C(C)C)Cc1ccc(Cl)cc1 (configuration not stated)	6.5%	20.2%[57.1 µM]	15.9%	-6.1%	-3.8	-2.4%	26.1%	-0.4%[57.1 µM]	54.5%[activator]
Cc1ccc(-c2cn(S(=O)(=O)c3cccc4nsnc34)nc2N)cc1	1.3%	2.3%[57.1 µM]	-2.8%	-2.0%	-12.0	-5.2%	5.7%	-1.8%[57.1 µM]	-34.2%
COC(=O)c1cc(OC)c(OC)cc1N1C(=O)CCCC1=O	4.5%	11.8%[2.29 µM]	-2.7%	?	0.7	i	-11.3%	2.1%[57.1 µM]	29.1%
COc1cc2cc(C(=O)N/N=C/c3ccccc3Cl)[nH]c2cc1OC	-1.9%	-23.1%	-5.5%	-22.4%	8.7	-3.7%	6.5%	-11.7%	3.5%
CC(/C=N/Nc1nc(C)cc(C)n1)=C\c1ccc(C(C)C)cc1	-4.1%	-7.8%	-6.5%	-17.7%	-5.3	-0.6%	8.4%	-14.6%	?
COC(=O)Cc1ccc(NC(=S)N2CCCCC2C)cc1 (configuration not stated)	-5.3%	-9.8%[57.1 µM]	-0.5%	-1.0%	-20.7	-14.4%	2.1%	5.4%[57.1 µM]	22.3%
CCc1ccc(-c2nc(SCC(=O)c3c(N)n(C)c(=O)n(C)c3=O)n[nH]2)cc1	7.6%	21.7%[57.1 µM]	32.2%[activator]	-7.3%	-3.7	-7.4%	4.4%	11.2%[57.1 µM]	-16.9%
COc1cc(Cl)c(NC2=CC(=O)C(=O)c3ccccc32)c(OC)c1	10.9%	8.2%	-0.4%	28.2µM*	-3.3	-10.9%	13.9%	-2.2%	?
COC(=O)c1ccc(NC(=O)Cc2ccc(C)cc2)cc1	2.6%	-13.1%	0.9%	-3.4%	4.8	-1.7%	5.6%	-10.0%	27.0%
Cn1cnc([N+](=O)[O-])c1Sc1nnc(-c2cccnc2)n1C	0.1%	0.631µM*	-1.3%	-15.7%	-1.2	i	-6.7%	6.2%[57.1 µM]	65.5%[activator]
CCOC(=O)c1[nH]cnc1C(=O)N1CCN(C(=O)OC(C)(C)C)CC1	-9.2%	-3.7%[57.1 µM]	-2.9%	-2.7%	1.0	9.0%	2.5%	4.3%[57.1 µM]	33.6%
CC1(C(=O)NC2CCCCCCC2)CC1(Cl)Cl (configuration not stated)	1.6%	23.9%	-2.3%	1.8%	4.0	-2.8%	-6.2%	5.4%	2.9%
Cc1ccccc1NC(=O)COC(=O)/C=C/c1cccc(C(F)(F)F)c1	-3.4%	-0.5%	-1.9%	-7.9%	-3.4	i	4.2%	-3.7%	35.7%
Cc1c(NC(=O)Nc2ccc(F)c(Cl)c2)c(=O)n(-c2ccccc2)n1C	8.5%	11.8%	4.1%	-6.4%	1.4	0.3%	-7.7%	5.1%	25.7%
COc1ccc(/C=C(\NC(=O)c2ccccc2)C(=O)NCC2CCCO2)cc1 (configuration not stated)	12.2%	12.3%[57.1 µM]	-4.6%	1.4%	-0.2	-0.8%	0.4%	8.9%[0.0914 µM]	17.7%
O=C(OCC(O)CO)c1ccccc1Nc1ccnc2cc(Cl)ccc12 (configuration not stated)	16.4%	0.3%	0.6%	-20.1%	-20.4&-4.4	3.1%	-0.6%	1.6%	24.2%
O=C(NCC(=O)N(c1ccccc1)C(C(=O)NC1CCCC1)c1ccncc1)c1ccco1 (configuration not stated)	21.0%	-15.9%	1.0%	-16.5%	-10.5	i	0.9%	-4.0%	25.3%
CCN(CC)CCCNC(=O)c1cn(C)c2ccc(S(=O)(=O)N(C)C3CCCCC3)cc2c1=O	-12.9%&0.0%	-18.6%&-2.1%	4.7%&-2.5%	-6.6%&-11.1%	-5.5&2.4	-1.9%	4.0%&2.6%	-17.3%&0.9%	9.2%&56.4%
Cc1ccc(SCCC(=O)Nc2ccc(OCc3ccccc3)cc2)cc1	6.2%	-19.3%	4.7%	-2.0%	-0.4	3.4%	17.4%	-9.4%	28.3%
Cc1ccc(OCCSc2nc3ccccc3n2CC(=O)N2CCOCC2)c(C)c1	6.5%	5.3%	1.0%	-4.5%	0.8	1.2%	2.0%	-7.3%	28.4%
O=C(c1ccc2c(c1)CCN2S(=O)(=O)c1ccc(Cl)cc1)N1CCN(c2ccc(F)cc2)CC1	-3.8%	23.0%	8.0%	-17.0%	-8.4	-0.8%	-5.6%	-3.2%	12.0%
CCC(=O)Nc1cccc(NC(=O)c2ccc(C)cc2Cl)c1	4.9%	13.5%[57.1 µM]	1.0%	-8.6%	4.2	-5.4%	-3.2%	0.6%	16.7%
COC(=O)c1ccccc1S(=O)(=O)N1CCC(C(=O)Nc2ccccc2N2CCOCC2)CC1	-14.3%	18.4%	0.7%	-8.2%	-0.4	-5.4%	-2.2%	-0.9%	30.9%

Part of the list above in order of length of the SMILES, lowest first.
SMILES	mIDH1 inhibitor	rTrxR1 inhibitor	Pin1 inh	USP1-UAF1 inh	PI4K2A block	PGK inhibitor	GLS inh	TrxR1 substrate	HP1b binding inh
Cc1ccc(SCCC(=O)Nc2ccc(OCc3ccccc3)cc2)cc1	6.2%	-19.3%	4.7%	-2.0%	-0.4	3.4%	17.4%	-9.4%	28.3%
Cn1cnc([N+](=O)[O-])c1Sc1nnc(-c2cccnc2)n1C	0.1%	0.631µM*	-1.3%	-15.7%	-1.2	i	-6.7%	6.2%[57.1 µM]	65.5%[activator]
Cc1ccccc1NC(=O)COC(=O)/C=C/c1cccc(C(F)(F)F)c1	-3.4%	-0.5%	-1.9%	-7.9%	-3.4	i	4.2%	-3.7%	35.7%
CCOC(=O)c1[nH]cnc1C(=O)N1CCN(C(=O)OC(C)(C)C)CC1	-9.2%	-3.7%[57.1 µM]	-2.9%	-2.7%	1.0	9.0%	2.5%	4.3%[57.1 µM]	33.6%
COC(=O)c1ccccc1S(=O)(=O)N1CCC(C(=O)Nc2ccccc2N2CCOCC2)CC1	-14.3%	18.4%	0.7%	-8.2%	-0.4	-5.4%	-2.2%	-0.9%	30.9%
